Compound activity from PubChem BioAssay.
sEH inh = soluble epoxide hydrolase (human) inhibition; P34913; inhibition, % at 2 µM; recombinant human sEH enzymatic activity assay; AID 707; actives 0.34% (n = 91,000); in the data active = inhibition above about 80%; also: values of inactives mirror those of a sister screen read the other way; many of its hits are not listed in these tables
Target sequence (P34913 whole entry, looked up): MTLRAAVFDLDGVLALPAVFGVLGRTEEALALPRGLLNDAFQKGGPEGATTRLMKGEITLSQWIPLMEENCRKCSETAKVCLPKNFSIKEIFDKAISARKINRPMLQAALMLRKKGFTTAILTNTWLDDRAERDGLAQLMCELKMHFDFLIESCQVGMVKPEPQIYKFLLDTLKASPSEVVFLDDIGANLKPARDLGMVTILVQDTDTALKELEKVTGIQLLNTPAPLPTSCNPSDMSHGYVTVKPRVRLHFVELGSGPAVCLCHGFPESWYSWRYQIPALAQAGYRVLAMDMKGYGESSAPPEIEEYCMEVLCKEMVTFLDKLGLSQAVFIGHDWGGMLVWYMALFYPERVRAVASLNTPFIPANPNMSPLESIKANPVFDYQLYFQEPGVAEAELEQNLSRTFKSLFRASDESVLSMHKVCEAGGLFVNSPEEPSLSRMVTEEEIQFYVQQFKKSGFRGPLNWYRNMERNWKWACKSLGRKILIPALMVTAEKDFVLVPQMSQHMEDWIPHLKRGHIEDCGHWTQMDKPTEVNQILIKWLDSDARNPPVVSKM
CYP2C19 inhib = inhibitors of human CYP2C19 | P33261 | inhibition, % at 5 µM | CYP2C19 Supersomes, luciferin-H EGE luminescence, 30 min | actives 21% (n = 96,000);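 active = CYP2C19 inhibition above a set limit at 5 µM in the primary screen, cut at about 50% in these data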;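 also: plate controls were negative control wells for no effect and 2.5 mM tranylcypromine positive control for full effect; values of inactives mirror those of a sister screen read the other way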
Target sequence (P33261 whole entry, looked up): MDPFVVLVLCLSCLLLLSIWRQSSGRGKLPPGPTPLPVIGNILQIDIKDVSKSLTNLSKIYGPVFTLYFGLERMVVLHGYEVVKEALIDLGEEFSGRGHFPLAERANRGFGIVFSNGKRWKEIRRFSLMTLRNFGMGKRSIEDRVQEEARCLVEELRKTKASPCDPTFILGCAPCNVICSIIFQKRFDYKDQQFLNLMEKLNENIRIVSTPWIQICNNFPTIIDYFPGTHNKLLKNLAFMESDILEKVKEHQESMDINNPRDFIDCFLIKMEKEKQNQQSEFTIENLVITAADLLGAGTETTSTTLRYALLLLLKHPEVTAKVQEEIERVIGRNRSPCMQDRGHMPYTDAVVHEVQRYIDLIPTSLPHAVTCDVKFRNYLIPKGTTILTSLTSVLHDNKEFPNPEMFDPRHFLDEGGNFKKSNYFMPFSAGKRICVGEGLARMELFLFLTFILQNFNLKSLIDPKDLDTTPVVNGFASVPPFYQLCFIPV
PostGolgi yeast = growth inhibition of a yeast mutant, post-Golgi transport screen. post-Golgi transport phenotypic cell assay. inhibition, % at 10 µM. actives 0.9% (n = 98,000). AID 739;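 also: yeast cells grown in 1536-well plates; yeast grown about 18 h at 30C before absorbance read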
PostGolgi ctrl = inhibits growth of the yeast control strain. efflux-deficient yeast background strain, growth absorbance A615, 16 h. inhibition, % at 10 µM. actives 5% (n = 98,000)
sEH act = increases human soluble epoxide hydrolase activity; purified human sEH enzymatic activity, activator screen; activation, % at 2 µM; actives 0.04% (n = 91,000); AID 717; in the data active = activation above about 37%; also: values of inactives mirror those of a sister screen read the other way
S1P2 blocker = blocks the human S1P2 receptor | O95136 | cell-based S1P2 antagonist assay, inhibition at 5 uM | inhibition, % at 5 µM | actives 0.21% (n = 97,000) | AID 736; in the data active = inhibition above about 45%;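 also: CRE beta-lactamase reporter cells expressing human S1P2 stimulated with S1P; 0% = agonist at EC80 alone and 100% = agonist plus reference antagonist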
hDAT+cocaine = modulates human dopamine transporter uptake under cocaine; LLC-PK1 hDAT cells, [14C]-dopamine uptake with cocaine IC80; actives deviate in either direction; B-score at 10 µM; actives 1.3% (n = 110,000); AID 449768;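 active = Z score or B-score, a plate-position-corrected score, falls beyond the plate's 99.7% confidence bounds, in either direction; inactive = both scores lie inside the 99.7% bounds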;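 also: scored against the spread of the other compound wells on the same plate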
CYP2C19 activ = activators of human cytochrome P450 2C19; P33261; recombinant CYP2C19, luciferin-H EGE luminescence; hits give high values; 0 = fully inhibited enzyme, 1 = untreated enzyme; activation factor at 5 µM; 96,000 tested, under 10 active;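 active = activation factor of at least 2 at 5 µM in the primary screen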;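 also: 0 = wells with 2.5 mM tranylcypromine and 1 = vehicle-only wells; values of inactives mirror those of a sister screen read the other way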
S1P2 ag = activates the human S1P2 receptor | O95136 | S1P2-expressing cell line, agonist reporter read-out | activation, % at 4.5 µM | actives 0.46% (n = 97,000) | AID 729; in the data active = activation above about 16%;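 also: 0% = vehicle low control and 100% = maximal reference agonist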
Numbers without * were called inactive; · = not tested or not shown. Rule as the data show it, unless noted: active = inhibition above about 30%; inactive = the rest. Random draw from the library; any-hit rate near 24%.

SMILES | sEH inh | CYP2C19 inhib | PostGolgi yeast | PostGolgi ctrl | sEH act | S1P2 blocker | hDAT+cocaine | CYP2C19 activ | S1P2 ag
O=C(Cn1nc(C(F)F)cc1C(F)F)N/N=C/c1ccc2c(c1)OCO2 | 69.3 | 10.5 | 0.9 | 26.9 | -70.2 | -0.6 | -0.414 | 0.9 | -12.4
C=CCn1c(N)cc(=O)nc1SCC(=O)N1CCN(c2ccc(F)cc2)CC1 | 1.6 | 19.8 | 6.3 | 6.6 | -2.5 | -14.3 | 0.772 | 0.8 | -1.9
CN(C)CCOC(=O)CCc1ccccc1 | 4.5 | 4.1 | 0.0 | -4.8 | -1.6 | 12.6 | -0.0232 | 1 | -7.8
COc1ccc(-c2cc3nc4n(c(=O)c3s2)CCC4)cc1 | -16.9 | 70.1* | -0.3 | 24.6 | 16.3 | 0.3 | 0.561 | 0.3 | -5.5
COc1ccc(N2C(=O)C3CCCN3C2c2cccc(Br)c2)cc1 (centres undefined) | 5.0 | 46.4 | 1.0 | 1.2 | -6.5 | 10.6 | 0.0562 | 0.5 | -3.1
CC1=C(C#N)C2C(/C1=N/O)C2(C)C (centres undefined) | -7.1 | 23.8 | -2.4 | 2.7 | 6.7 | -7.8 | -0.631 | 0.8 | -5.2
O=C(O)CCCCCNC(=O)c1ccccc1Br | 0.3 | 28.1 | -1.8 | 2.3 | 0.3 | -9.9 | -1.1 | 0.7 | -14.2
COC(=O)c1cc(Br)c(=O)n(Cc2cccnc2)c1 | -3.2 | 20.9 | -6.1 | 0.0 | 4.2 | -19.5 | -1.07 | 0.8 | -2.1
Cc1cccc(CCNC(=O)CN(C)S(=O)(=O)c2ccc3c(c2)c(=O)n(C)c(=O)n3C)c1 | 1.5 | 32.9 | 3.2 | 16.0 | -2.2 | -7.3 | 0.52 | 0.7 | -1.1
Cc1ccc(-c2nc(C3CCN(S(=O)(=O)c4ccc(C(F)(F)F)cc4)CC3)no2)cc1 | · | 6.6 | 6.5 | -7.8 | · | · | -0.0557 | 0.9 | ·
COc1ccccc1NC(=O)Cc1coc2cc(C)ccc12 | 1.0 | 64.0* | -14.6 | 10.7 | -1.8 | 3.4 | -0.188 | 0.4 | -5.9
CCOc1ccc(N(CC(=O)NCc2ccccc2)S(=O)(=O)c2c(C)noc2C)cc1 | 11.1 | 91.2* | -2.2 | 13.1 | -9.0 | 11.9 | -0.158 | 0.1 | -4.3
Cc1nnc2sc(-c3cccc4ccccc34)nn12 | 4.0 | 6.4 | 0.6 | 6.3 | -6.0 | -26.6 | -1.34 | 0.9 | -7.5
Cn1c(=O)c2c(ncn2CC(=O)N2CCN(c3ccc(F)cc3)CC2)n(C)c1=O | -14.2 | -0.2 | 3.6 | 8.2 | 10.4 | 0.3 | 0.856 | 1 | -1.4
Cc1csc2ncc(C(=O)Nc3ccon3)c(=O)n12 | -7.4 | · | 2.3 | 41.0* | 6.8 | 5.4 | 1.01 | · | -5.2
COC(=O)Cc1cc(=O)n2[nH]c(SC)nc2n1 | -0.9 | 22.4 | 0.6 | 1.7 | 0.3 | -14.2 | -0.813 | 0.8 | -0.2
Cc1sc2nc(C3CC3)nc(SCC(=O)N3c4ccccc4CC3C)c2c1C (centres undefined) | -1.9 | 65.1* | 4.4 | 21.5 | 0.6 | -19.7 | -0.0213 | 0.3 | 1.1
COc1cc2c(=O)n(CC3CCCO3)c(=O)n(CC(=O)Nc3ccc(F)cc3F)c2cc1OC (centres undefined) | · | 14.7 | -4.0 | -0.8 | · | · | · | 0.9 | ·
COc1cc(C2C3=C(Nc4ncnn42)c2ccccc2CC3)cc(OC)c1OC (centres undefined) | -4.9 | 65.8* | 1.6 | -3.2 | 4.5 | 6.4 | -1.56 | 0.3 | -2.3
O=S(=O)(c1cccc(-c2nc3n(n2)Cc2ccccc2-3)c1)N1CCCC1 | · | -11.6 | 2.6 | 10.5 | · | · | -0.00369 | 1.1 | ·
COc1cccc(OCC(=O)NN=C2c3ccccc3-c3ccccc32)c1 | -0.7 | 33.1 | 4.4 | 19.5 | -0.5 | -1.0 | 0.153 | 0.7 | -5.2
CCCCNC(=O)C1CCCN1C(=O)NC1CCCCC1 (centres undefined) | 33.1 | · | · | · | -30.3 | 11.7 | -7.87* | · | -3.3
CCC1Oc2ccc(C)cc2N(CC(=O)NCCCN2CCN(Cc3ccccc3)CC2)C1=O (centres undefined) | · | 10.1 | -8.3 | 27.4 | · | · | 0.364 | 0.9 | ·
Cn1nnnc1SCC(=O)Nc1ccc(Cl)cc1Cl | · | 44.9 | · | · | · | 18.0 | · | 0.6 | -5.2
COc1ccc2ccc3c(c2c1)N=C[C@]1(O3)N(C)c2ccccc2C1(C)C | 12.1 | 17.3 | -16.0 | -0.9 | -8.9 | 21.4 | -0.515 | 0.8 | -8.9
COc1cc(NC(=O)c2cccs2)c(OC)cc1NC(=O)CCn1nnc2ccccc21 | -1.5 | 28.3 | -0.2 | -10.2 | 3.7 | -21.3 | -0.286 | 0.7 | -1.7
Cc1ccc(C)c(C(=O)CCC(=O)Nc2cccnc2)c1 | -15.3 | 47.6 | 6.4 | 0.9 | 14.5 | 3.2 | 0.362 | 0.5 | -3.6
C=CCNS(=O)(=O)c1ccc2nsnc2c1 | · | 22.8 | -3.5 | 1.5 | · | · | -0.648 | 0.8 | ·
O=C(NCCc1ccc(Cl)cc1)C1CCN(S(=O)(=O)c2ccc(-n3cnnn3)cc2)CC1 | 9.4 | 0.2 | -15.9 | -8.2 | -8.5 | 11.4 | 0.476 | 1 | -4.7
O=S(=O)(c1ccc(S(=O)(=O)N2CCN3CCCC3C2)cc1)N1CCCC1 (centres undefined) | -3.4 | 6.1 | -3.2 | 6.2 | 2.7 | 14.7 | -1.12 | 0.9 | -5.1
N#Cc1nc(-c2cccs2)oc1N1CCOCC1 | -6.9 | 37.1 | 1.9 | 9.8 | 5.9 | 1.5 | 0.00717 | 0.6 | -2.4
CCc1nnc(NC(=O)c2ccc(S(=O)(=O)N(CC(C)C)CC(C)C)cc2)o1 | 15.5 | · | 4.8 | -10.4 | -15.6 | -33.2 | -0.481 | · | -0.2
N#CC1=C(N)Oc2cc3ccccc3cc2C1c1cccs1 (centres undefined) | 0.6 | -4.4 | -3.9 | 8.6 | 0.7 | 6.5 | -0.331 | 1 | -4.7
CCOC(=O)c1ccc2[nH]c3c(c2c1)CCCC3C(=O)OCC (centres undefined) | -2.1 | 89.0* | -0.8 | 21.7 | 5.0 | -1.4 | 0.786 | 0.1 | -2.7
CCOC(=O)N1CCN(C(=O)Cc2cccs2)CC1 | 7.4 | 36.9 | 8.7 | -1.6 | -8.6 | 8.2 | -0.724 | 0.6 | 1.3
COC(=O)c1c(-c2ccncc2)csc1NC(=O)c1ccoc1C | 1.4 | 93.7* | 2.5 | 18.9 | 2.3 | -30.4 | -0.173 | 0.1 | 2.2
COc1ccc(Nc2nc(-c3cccs3)cs2)c(OC)c1 | 0.4 | 40.8 | -6.1 | 1.5 | -0.6 | -5.8 | 1.7 | 0.6 | -3.6
Cc1ccc(/C(N)=N/OC(=O)c2ccc(F)cc2)cc1 | 1.5 | 9.5 | -7.4 | -1.7 | -1.4 | 1.5 | 1.84 | 0.9 | -7.8
CC(C)Sc1nnc(-c2c[nH]c3ccccc23)n1C | · | 68.3* | -0.9 | 2.9 | · | -3.5 | -0.0849 | 0.3 | -0.9
CCN(CC)CCNC1=NCCn2c1cc1cc(OC)ccc12 | 2.0 | 5.1 | -8.5 | -3.3 | -1.3 | -3.3 | -0.173 | 0.9 | -4.1
CCN1C(=O)C2C(C1=O)N1C(c3ccccc3)C3C(=O)N(CC)C(=O)C3N1C2c1ccccc1 (centres undefined) | -2.0 | 5.3 | -2.5 | 0.0 | 4.5 | -5.8 | -0.0141 | 0.9 | -7.2
O=C(NCc1ccco1)C1CCN(c2nc3ccccc3n2Cc2ccccc2F)CC1 | 8.7 | 33.1 | 6.4 | 14.2 | -8.1 | -0.3 | -0.655 | 0.7 | -3.4
CCCc1c(C)c2ccccc2[nH]c1=O | -14.7 | 20.7 | -1.6 | 15.9 | 10.8 | -10.1 | 0.359 | 0.8 | -1.4
O=C(O)C1C2C=CC(C2)C1C(=O)NCc1cccnc1 (centres undefined) | -10.9 | · | · | · | 10.8 | 17.4 | -0.00602 | · | -7.0
Cc1cc(C)n(-c2nc(Nc3ccccc3)nc(-n3nc(C)cc3C)n2)n1 | 3.0 | 29.1 | 3.4 | 19.8 | -4.5 | 22.6 | -0.707 | 0.7 | -7.6
CCNc1nc(NCC)nc(N2CC(=O)N(CC(=O)OCC)C2=N)n1 | -4.2 | · | · | · | 6.8 | -37.2 | 0.378 | · | -1.2
O=C(CN1CCN(S(=O)(=O)c2ccc(F)cc2)CC1)Nc1ccc(Cl)c(C(F)(F)F)c1 | 2.9 | 13.7 | 0.2 | 32.5* | -0.9 | 8.7 | · | 0.9 | -7.7
CCCC(=O)C1=C(O)C(C(=O)OC)C(C)(C)CC1=Nc1cccc2ccccc12 (centres undefined) | 0.3 | · | · | · | 3.3 | -3.1 | 3.01* | · | -1.1
COc1ccc(NS(=O)(=O)c2ccc(S(=O)(=O)N3CCCC3)cc2)cc1Cl | 4.7 | 97.9* | -6.8 | 16.6 | -4.0 | -10.2 | -0.0425 | 0 | -1.8
CC(=O)Nc1ccc(S(=O)(=O)Nc2nc(C)cc(-n3nc(C)cc3C)n2)cc1 | -7.7 | -4.2 | 2.8 | -0.5 | 6.2 | 4.9 | -0.444 | 1 | -4.4

Carrying on:
SMILES | sEH inh | CYP2C19 inhib | PostGolgi yeast | PostGolgi ctrl | sEH act | S1P2 blocker | hDAT+cocaine | CYP2C19 activ | S1P2 ag
CC(=O)c1cccc(NC(=O)C2CC(c3ccc(F)cc3)=NO2)c1 (centres undefined) | 4.4 | 67.8* | -7.6 | 7.7 | -2.5 | 5.2 | -0.866 | 0.3 | -3.7
CCOc1ccc(NC(=O)c2ccccc2NC(=O)CN2CCN(C(C)=O)CC2)cc1 | 12.5 | · | -1.1 | 0.3 | -11.5 | 4.4 | 0.528 | · | -8.4
Cn1c(-c2ccc(Br)o2)nc2ccccc21 | -1.8 | 74.8* | 13.7 | 2.5 | 1.0 | 26.0 | 0.655 | 0.3 | -0.7
Cc1nc(CC(=O)N2CCN(c3cccc(C)c3C)CC2)cs1 | 13.6 | 84.4* | 2.8 | 12.5 | -14.7 | -7.3 | -0.273 | 0.2 | -1.0
CCC(C)(C(=O)NC1CCCC1)N(CC1CCCO1)C(=O)CNC(=O)c1ccccc1 (centres undefined) | · | 0.4 | 23.1 | 11.1 | · | · | -0.578 | 1 | ·
CON1C(=O)CN(C(C)=O)C1c1ccc(Cl)cc1Cl (centres undefined) | 5.3 | 53.9* | -9.8 | 17.1 | -3.4 | 9.9 | 0.379 | 0.5 | -11.5
CCOc1ccc(S(=O)(=O)Nc2ccc(O)c(Sc3ncn[nH]3)c2)cc1 | -0.5 | · | · | · | -0.2 | 0.6 | -1.09 | · | -8.8
Cc1ccc2[nH]c(-c3ccccc3)cc(=O)c2c1 | 2.5 | 0.7 | 24.3 | 2.3 | -2.7 | 19.1 | -0.489 | 1 | -3.7
O=Cc1ccc(N2CCCCCC2)cc1 | 9.1 | 88.8* | 1.0 | 4.7 | -8.4 | -10.1 | -0.00624 | 0.1 | -12.8
O=C(O)c1ccc(CNCc2c(Cl)cccc2Cl)cc1 | -2.1 | -14.7 | -0.8 | -18.6 | 2.1 | -15.4 | -0.435 | 1.1 | -3.5
CCCS(=O)(=O)N1CCC(C(=O)NCCc2ccccc2)CC1 | · | -0.1 | -2.5 | 6.2 | · | 8.5 | 0.71 | 1 | -1.7
